aSyn rescue – qHTS of alpha-syn Inhibitors; Yeast expressing alpha-synuclein, growth rescue, BacTiter-Glo, 24 h; Potency, µM (series often up to 46.1 µM), inactives show top-dose growth rescue (activation), most hits filed as activators; 0.14% of 370,000 active; AID 652106, 2013; also: potency is read from the fitted curve at half-maximal effect; % of control where 0% means no effect; nearly all actives have a fitted effect of over 65% in size
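Screening used galactose-induced yeast with toxic alpha-synuclein levels, exposed to compound for 24 hr at 30 deg C. Cell growth, read with BacTiter-Glo luminescence, gave the measured signal.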
GLP1R cytotox – qHTS of GLP-1 Receptor Inverse Agonists: Cytotox Screen | HEK293 cAMP-luciferase reporter cells, luminescence, 24 h | Potency, µM (top dose mostly 38.3 µM), without a hit: at the top dose activity change, negative = inhibition, most hits filed as inhibitors | 0.13% of 410,000 active | AID 624418, 2012;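 also: loss of luciferase light is scored as toxicity; potency is read from the fitted curve at half-maximal effect; % is scaled to controls: 0 for no effect and ±100 for the full control effect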
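Seeding density was 200 cells/uL; after overnight-length (12 h) culture, 23 nL compounds went on for 24 h at 37 °C. Readout used a luciferase detection reagent, luminescence taken after 12 min at room temperature.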
GLP1R ag – qHTS of GLP-1 Receptor Agonists. Glucagon-like peptide 1 receptor (Homo sapiens), P43220. HEK293 GLP-1R CRE-luciferase, luminescence, 4-6 h; cells express a hypersensitive GLP-1R form. Potency, µM (top dose mostly 45.6 µM), without a hit: at the highest dose activation, usual class: activators. 0.007% of 380,000 active. AID 624172, 2012; also: potency is read from the fitted curve at half-maximal effect; % of control where 0% means no effect
DRD3 agonist – qHTS of D3 Dopamine Receptor Agonist: qHTS; D(3) dopamine receptor (Homo sapiens), P35462; 0.58% of 410,000 active; max activation, %; D3R DiscoveRx beta-arrestin cells, luminescence, 90 min; in the data active = max activation above about 30%; also: 0% is about no effect; mostly tested at two doses, the higher about 12 µM
Target sequence (P35462 whole entry, looked up): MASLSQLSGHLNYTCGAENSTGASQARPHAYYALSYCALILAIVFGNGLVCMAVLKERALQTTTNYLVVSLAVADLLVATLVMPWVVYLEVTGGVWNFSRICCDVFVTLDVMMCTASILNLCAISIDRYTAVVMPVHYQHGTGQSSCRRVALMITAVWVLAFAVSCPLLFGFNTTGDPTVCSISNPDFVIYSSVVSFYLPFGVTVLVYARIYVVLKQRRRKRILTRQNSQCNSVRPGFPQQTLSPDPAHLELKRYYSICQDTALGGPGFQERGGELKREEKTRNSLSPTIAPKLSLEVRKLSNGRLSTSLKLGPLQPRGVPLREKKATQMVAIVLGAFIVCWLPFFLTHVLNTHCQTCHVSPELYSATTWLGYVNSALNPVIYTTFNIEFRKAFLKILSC
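Agonist-mode cell screen: cells plated at 1500/well and incubated overnight at 37 °C, then exposed to library compounds for 90 min at 37 °C. Detection reagent was added for 30–60 min at room temperature, and luminescence was read.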
DRD3 antagonist – qHTS of D3 Dopamine Receptor Antagonist: qHTS; D(3) dopamine receptor (Homo sapiens), P35462; D3R cells, DiscoveRx beta-arrestin luminescence, antagonist mode; stronger effect = lower value; max response, negative = inhibition, %; 2.5% of 360,000 active; AID 652054, 2013; in the data active = max response below about -50%; inconclusive = no clear call, values can overlap the other calls; also: % is scaled to controls: 0 for no effect and ±100 for the full control effect; mostly tested at two doses, the higher about 12 µM
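Cells plated overnight at 1500 cells/well, then exposed to library compounds with dopamine controls for 90 minutes at 37 degrees C. DiscoveRx reagent added for 30–60 minutes at room temperature; luminescence read, quantitative HTS format.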
PTHR1 ag – qHTS for PTHR1 Agonists: Primary Screen; Parathyroid hormone/parathyroid hormone-related peptide receptor (Homo sapiens), Q03431; 0.075% of 410,000 active; HEK293 GP2 PTHR1 cells, GloSensor cAMP luminescence, 1 h; Potency, µM (highest dose often 115 µM), inactives show at the highest dose activation, usual class: activators; AID 743266, 2014; also: potency is read from the fitted curve at half-maximal effect; nearly all actives have a fitted effect of over 55% in size; some results filed as inactive show a strong effect at the top dose; inactives centre near -15; many of its hits are not listed in these tables
Target sequence (Q03431 whole entry, looked up): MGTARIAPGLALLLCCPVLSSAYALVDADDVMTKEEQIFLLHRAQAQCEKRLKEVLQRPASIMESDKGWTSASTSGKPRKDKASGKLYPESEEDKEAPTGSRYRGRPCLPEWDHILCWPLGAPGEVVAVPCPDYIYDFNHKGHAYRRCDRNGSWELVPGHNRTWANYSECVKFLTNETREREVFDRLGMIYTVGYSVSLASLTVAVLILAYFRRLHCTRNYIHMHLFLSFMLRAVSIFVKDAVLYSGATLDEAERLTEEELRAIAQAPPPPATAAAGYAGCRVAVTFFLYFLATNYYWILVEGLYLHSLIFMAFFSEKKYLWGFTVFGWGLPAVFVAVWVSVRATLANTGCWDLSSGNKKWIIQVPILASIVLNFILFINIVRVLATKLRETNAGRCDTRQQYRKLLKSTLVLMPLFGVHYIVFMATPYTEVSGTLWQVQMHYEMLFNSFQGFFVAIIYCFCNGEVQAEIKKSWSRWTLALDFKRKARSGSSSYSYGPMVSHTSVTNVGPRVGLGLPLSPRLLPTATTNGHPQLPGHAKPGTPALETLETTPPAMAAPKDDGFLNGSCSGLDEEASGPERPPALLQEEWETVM
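HEK-293-derived GP2 cells expressing PTHR1 and a GloSensor cAMP reporter, 3,000/well, plated overnight, given luciferin plus IBMX (each 0.5 mM as added) for 1 h at 37 °C, then compound for 1 h at 37 °C. Luminescence was read after 15 min at room temperature.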
GLP1R inv ag – qHTS of GLP-1 Receptor Inverse Agonists (Inhibition Mode) | Potency, µM (series often up to 38.3 µM), for inactives: at the highest dose activity change, negative = inhibition, usual class: inhibitors | Glucagon-like peptide 1 receptor (Homo sapiens), P43220 | HEK293 GLP-1R CRE-luciferase, luminescence, 24 h; GLP-1R form is constitutively active | 1.6% of 410,000 active; also: potency is read from the fitted curve at half-maximal effect; % is scaled to controls: 0 for no effect and ±100 for the full control effect; nearly all actives have a fitted effect of over 55% in size
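qHTS in 1536-well format: reporter HEK293 cells expressing constitutive GLP-1R activity in DMEM + 10% Nu serum, 24 hr with compounds at 37 deg C, luminescence read after 12 min with detection reagent.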
TDP-43 yeast inh – qHTS of TDP-43 Inhibitors. TDP-43 expressing yeast growth rescue, BacTiter-Glo, 24 h. Potency, µM (titrated, usually from 46.1 µM), inactives show at the top dose growth rescue (activation), hits mostly activators. 1.8% of 410,000 active; also: potency is read from the fitted curve at half-maximal effect; % of control where 0% means no effect; nearly all actives have a fitted effect of over 50% in size
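Growth rescue of TDP-43-toxic yeast measured as ATP luminescence (BacTiter-Glo). Cells grown to mid-log in raffinose, induced in galactose at OD600=0.02, exposed to compound 24 hr at 30 deg C.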
KB-V1 cytotox – qHTS assay for MDR1-selective chemotherapeutics: Primary screen using the drug-selected MDR subline cells KB-V1. AID 1347076, 2019. KB-V1 MDR cells viability, CellTiter-Glo, 72 h. 3.4% of 400,000 active. Potency, µM (titrated, usually from 46.1 µM), without a hit: at the top dose activity change, negative = cytotoxicity, most hits filed as cytotoxic; also: potency is read from the fitted curve at half-maximal effect; % is scaled to controls: 0 for no effect and ±100 for the full control effect; nearly all actives have a fitted effect of over 60% in size
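Luminescent ATP read-out (CellTiter-Glo, 10 min) measures survival of drug-selected KB-V1 MDR cells after 72 h, 37 degrees C compound exposure. Medium: phenol-red-free DMEM, 10% FBS. Values from fitted concentration-response curves.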
Starred values were filed as active, the others as inactive; i = inactive; ? = inconclusive; . = not tested or not shown; & = joins results of further samples; [ ] = dose if it differs, or a comment. Unless noted, calls follow the shape of the dose curve; as a rule, active = well fitted curve in the direction sought with a large enough effect; inconclusive = small, poorly fitted or top-dose-only effect, or another doubt; inactive = no such curve, though single readings can be large; an effect the other way counts as inactive or inconclusive.

SMILES	aSyn rescue	GLP1R cytotox	GLP1R ag	DRD3 agonist	DRD3 antagonist	PTHR1 ag	GLP1R inv ag	TDP-43 yeast inh	KB-V1 cytotox
CN(C(=O)c1ccc2c(c1)CCO2)C(C)(C)C	-3%	-19%	-5%	-3	-6	2%	-5%	11%	-10%
O=C1NC(Cc2ccccc2)c2nc3ccccc3c(=O)n2-c2ncccc21 (stereo unspecified)	1%	3%	6%	-5	-7	-17%	2%	23%	-6%
CC(=O)c1cccc(NC(=O)CN(C)Cc2ccc(OC(F)F)cc2)c1	-6%	-6%	12%	-29	-22	-16%	-14%	-4%	?
Cc1cc(C)cc(NC(=O)CSc2nc(N)c(NC(=O)c3cccs3)c(=O)[nH]2)c1	-1%	3%	4%	-13	-8	7%	8%	4%	-2%
Cc1oc(C(C)(C)C)cc1C(=O)NCc1ccc2c(c1)OCO2	-2%	-16%	14%	9	10	-10%	?	0%	5%
O=C(c1cccc2ccccc12)N1CCN(CC2CC=CCC2)CC1 (stereo unspecified)	8%	-6%	11%	-18	-14	-15%	0%	-15%	-20%
O=C(Nc1nc2ccc([N+](=O)[O-])cc2s1)c1ccncc1	-8%	-10%	10%	8	4	-12%	8%	-14%	3%
COCCn1c(COc2ccccc2)nnc1SCC(N)=O	1%	-1%	2%	9	6	i	-7%	-22%	15%
Cc1nc2ccc(NC(=O)C(F)(F)F)cc2o1	6%	1%	0%	1	6	i	2%	21%	1%
O=C1CCC(=O)N1c1ccc(NC2CCN(Cc3ccccc3)CC2)c([N+](=O)[O-])c1	12%	-11%	2%	0	3	-22%	0%	12%	-17%
COc1ccccc1NC1CCCCC1NS(=O)(=O)c1ccccc1 (stereo unspecified)	-5%	2%	0%	-3	-13	-20%	7%	7%	-8%
CC(OC(=O)c1ccco1)C(=O)NC1CCCCC1 (stereo unspecified)	-5%	2%	-11%	0	-19	-6%	-19%	10%	2%
Cc1cccc(NC(=O)c2nc[nH]c2C(=O)NCC(=O)OC(C)(C)C)c1	30%	-3%	-2%	-15	-10	6%	?	-2%	-7%
Cc1cn(CCC(=O)Nc2ccc(N3CCOCC3)cc2)c2ccccc12	-3%	0%	9%	1	2	-36%[inhibitor]	?	6%	-28%
COc1ccccc1OCc1nc2ccccc2s1	-2%	28%	-26%	-4	?	-8%	?	8%	-20%
COc1ccc(O)c(C(=O)c2cnn(C(=O)c3cc(C)oc3C)c2)c1	-15%	-3%	-22%	4	5	i	-6%	-19%	-2%
COc1cccc(CNC(=O)[C@@H](C)N2C(=O)N3CCc4c([nH]c5ccc(OC)cc45)C3(C)C2=O)c1 (stereo partly specified)	-6%	8%	8%	19	34	-25%	-17%	10%	8%
COc1ccc(NC(=O)Cn2nnnc2-c2ccccc2F)c(C)c1	.	6%	.	6	.	?	14%	8%	.
O=C(NCC1CCS(=O)(=O)C1)Oc1ccccc1 (stereo unspecified)	-14%	-2%	-12%	0	?	i	9%	12%	-1%
CCCN(CCC)CCCNC(=O)Cn1cnc2sc(C)c(S(=O)(=O)N3CCOCC3)c2c1=O	-3%	4%	9%	-4	-20	i	23%	-14%	-8%
O=C1CN(S(=O)(=O)c2ccc(Cl)cc2)CC(=O)N1CCc1ccccc1	-4%	-7%	-6%	21	11	-7%[57.5 µM]	9%	7%	-21%
COc1cccc(CC(=O)OCC(=O)N(C)CC(=O)Nc2ccc(Cl)c(C(F)(F)F)c2)c1	1%	5%	-1%	-4	-2	-15%	?	-8%	12%
O=S(=O)(Nc1cccc(S(=O)(=O)N2CCCC2)c1)c1cccs1	-4%	-4%	3%	-5	-24	i	1%	6%	-13%
CCOC(=O)Nc1ccc(NS(=O)(=O)c2ccc(C)cc2)cc1	0%	-19%	-4%	-2	1	-6%	-28%	7%	?

Looked up above.
Entry for Cc1cc(C)cc(NC(=O)CSc2nc(N)c(NC(=O)c3cccs3)c(=O)[nH]2)c1 under DRD3 agonist: -13
Entry for O=C(Nc1nc2ccc([N+](=O)[O-])cc2s1)c1ccncc1 under DRD3 antagonist: 4
Entry for Cc1nc2ccc(NC(=O)C(F)(F)F)cc2o1 under GLP1R cytotox: 1%
Entry for Cc1cccc(NC(=O)c2nc[nH]c2C(=O)NCC(=O)OC(C)(C)C)c1 under PTHR1 ag: 6%
Entry for O=C(c1cccc2ccccc12)N1CCN(CC2CC=CCC2)CC1 (stereo unspecified) under TDP-43 yeast inh: -15%
Entry for COc1ccccc1NC1CCCCC1NS(=O)(=O)c1ccccc1 (stereo unspecified) under TDP-43 yeast inh: 7%

New compounds follow:
SMILES	aSyn rescue	GLP1R cytotox	GLP1R ag	DRD3 agonist	DRD3 antagonist	PTHR1 ag	GLP1R inv ag	TDP-43 yeast inh	KB-V1 cytotox
S=c1[nH]nc(-c2ccco2)n1/N=C/C(Cl)=C/c1ccccc1	13%	-29%	20%	-1	-27	-11%	27%	-11%[1.82 µM]	-24%
COc1cc(C)ccc1S(=O)(=O)N1CCN(C23CC4CC(CC(C4)C2)C3)CC1	-3%	-4%	0%	-8	4	-33%[inhibitor]	8%	12%	13µM*
Cc1cc(C)c(NC(=O)Cn2nc(-c3ccncc3)ccc2=O)c(C)c1	.	6%	.	-11	.	-3%	8%	12%	1%
Cc1c(C(=O)OCC(=O)NCC2CCCO2)cccc1[N+](=O)[O-] (stereo unspecified)	-7%	-3%	12%	4	-2	-12%	4%	-20%	12%
COc1ccc(OC)c(NC(=O)C2CCN(S(=O)(=O)c3ccc4c(c3)CC(C)N4C(C)=O)CC2)c1 (stereo unspecified)	-9%	-9%&-2%	-1%&2%	-1&-4	-5	-31%&-21%[inhibitor]	29%&-5%	-5%&6%	-4%&10%
CSC1=NC2(CCN(C(=O)NC3CCCCC3)CC2)N=C1c1ccc(C)cc1	.	16%	.	-4	.	i	6%	20%	21%
CCCNC(=O)c1[nH]c(C)c(C(C)=O)c1C	-11%	-9%	-8%	2	16	-12%[57.5 µM]	13%	0%	16%
CC(C)C(NCC(=O)Nc1ccccc1C(=O)NC1CC1)c1ccccc1 (stereo unspecified)	-6%	-19%	9%	3	-12	i	10µM*	-1%	-2%
CCN(CC)S(=O)(=O)c1ccc(C(=O)Nc2cc(S(=O)(=O)N3CCOCC3)ccc2N2CCN(C)CC2)cc1	-3%[1.84 µM]	-6%	0%	1	3	-8%	-4%	3%	25%
COc1ccc(C)cc1S(=O)(=O)NC1CCCCCC1	16%	-1%	8%	7	2	i	?	7%	1%
COc1ccc(C)cc1NC(=O)c1ccccc1NS(=O)(=O)c1ccc(Cl)s1	-20%	-23%	-3%	-4	1	-49%	4µM*	26%	3.3µM*
CSc1ccccc1NC(=O)CN1CCN(S(=O)(=O)c2ccccc2[N+](=O)[O-])CC1	9%	-4%	9%	1	9	-28%	5%	0%	3.7µM*
CCCc1cc(=O)oc2cc(OCc3nn[nH]n3)ccc12	2%	3%	2%	7	-23	i	-10%	-13%	-7%
C/C(=N\N1CCN(C)CC1)c1ccc(Cl)c(Cl)c1	-2%	-3%[7.66 µM]	2%	-11	-19	i	-1%[7.66 µM]	11%	-3%
S=C1NC2(CCCCC2)N=C1c1ccccc1	1%	10%	0%	-8	6	i	?	?	0%
O=C(COc1ccccc1)Nc1ccc2nc(SCC(=O)N3CCOCC3)sc2c1	.	1%	.	11	.	-14%	9%	23%	.
Cc1ccc(-c2nc3ccccc3nc2NN)cc1	1%	3%	15%	-8	9	-95%[inhibitor]	14%	0%	-4%
CC(C)(C)OC(=O)C[C@H]1C/C=C\C[C@@H](CC(=O)N[C@H](CO)Cc2ccccc2)C(=O)NCCOC1=O	-9%	8%	-3%	-5	1	-10%	11%	-16%	-1%
CCOc1cc(NC(=O)C2CC2)c(OCC)cc1NC(=O)c1cccc(F)c1	-5%	-2%	0%	1	-9	-18%	11%	14%	-22%
CCOC(=O)c1ccc(NC(=O)NCCc2ccccc2OC)cc1	-17%	2%	-3%	-2	4	-19%	?	15%	4%
CCOc1cccc(CN2CCCC(N3CCc4cc(OC)c(OC)cc4C3)C2)c1O (stereo unspecified)	-9%	-6%	12%	6	-5	-5%	-14%	-19%	2%
CN(C(=O)CCc1nc2ccccc2s1)c1ccccc1	-1%	11%	-1%	5	13	-3%[57.5 µM]	-1%	-2%	4%

A draw from above in order of formula weight, smallest number first.
SMILES	aSyn rescue	GLP1R cytotox	GLP1R ag	DRD3 agonist	DRD3 antagonist	PTHR1 ag	GLP1R inv ag	TDP-43 yeast inh	KB-V1 cytotox
S=C1NC2(CCCCC2)N=C1c1ccccc1	1%	10%	0%	-8	6	i	?	?	0%
Cc1ccc(-c2nc3ccccc3nc2NN)cc1	1%	3%	15%	-8	9	-95%[inhibitor]	14%	0%	-4%
CN(C(=O)CCc1nc2ccccc2s1)c1ccccc1	-1%	11%	-1%	5	13	-3%[57.5 µM]	-1%	-2%	4%

Screening results: PubChem, National Center for Advancing Translational Sciences (NCATS)

An excerpt. The share of hits here may be higher or lower than overall.
